Screening data as filed in PubChem.
TDP1 cell noCPT: qHTS for Inhibitors of human tyrosyl-DNA phosphodiesterase 1 (TDP1): qHTS in cells in absence of CPT | 420,000 tested, 15% active | DT40 Tdp1-/- hTDP1 cells, no CPT, ATP luminescence, 48 h | AID 686978, 2013 | Potency, µM (top dose mostly 46.2 µM), inactives show at the top dose activity change, negative = growth inhibition, hits mostly inhibitors; also: nearly all actives have a fitted effect of over 55% in size
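Growth of hTDP1-complemented DT40 Tdp1-knockout cells is measured by ATP luminescence after at least 48 hr compound exposure at 37 °C, with DMSO substituting for the 20 nM CPT used in the parallel screen.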
N370S GC mod: qHTS Assay for Inhibitors and Activators of N370S glucocerebrosidase as a Potential Chaperone Treatment of Gaucher Disease; Lysosomal acid glucosylceramidase (Homo sapiens), P04062; N370S GC spleen homogenate, 4MU-glucoside fluorescence; Potency, µM (doses to about 59.4 µM), inactives show top-dose activity change, negative = inhibition, usual class: inhibitors; 330,000 tested, 0.092% active;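 also: 0% = full enzyme activity and -100% = no enzyme basal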
TDP1 inh: qHTS Assay for Inhibitors of Tyrosyl-DNA Phosphodiesterase (TDP1); AID 485290, 2010; Potency, µM (doses to about 130 µM), for inactives: at the highest dose activity change, negative = inhibition, usual class: inhibitors; Tyrosyl-DNA phosphodiesterase 1 (Homo sapiens), Q9NUW8; recombinant TDP1, AlphaScreen DNA substrate cleavage; 350,000 tested, 0.28% active; also: nearly all actives have a fitted effect of over 40% in size
Target sequence (Q9NUW8 whole entry, looked up): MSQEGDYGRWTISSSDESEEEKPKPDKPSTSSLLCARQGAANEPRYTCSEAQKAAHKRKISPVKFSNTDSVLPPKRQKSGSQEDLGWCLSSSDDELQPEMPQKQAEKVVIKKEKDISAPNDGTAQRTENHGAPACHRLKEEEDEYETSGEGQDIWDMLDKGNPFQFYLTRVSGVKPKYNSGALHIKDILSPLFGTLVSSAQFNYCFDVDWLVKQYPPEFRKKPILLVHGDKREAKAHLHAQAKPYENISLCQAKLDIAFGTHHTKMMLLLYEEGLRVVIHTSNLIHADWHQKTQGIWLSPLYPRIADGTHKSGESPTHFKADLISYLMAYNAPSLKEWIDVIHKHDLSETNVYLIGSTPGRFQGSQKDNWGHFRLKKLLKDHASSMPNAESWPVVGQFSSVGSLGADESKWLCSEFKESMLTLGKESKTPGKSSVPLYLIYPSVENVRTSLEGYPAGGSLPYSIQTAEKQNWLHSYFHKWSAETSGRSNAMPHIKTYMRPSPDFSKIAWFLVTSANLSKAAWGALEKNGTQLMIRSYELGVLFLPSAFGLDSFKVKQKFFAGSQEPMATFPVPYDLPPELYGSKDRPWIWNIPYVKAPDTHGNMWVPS
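Enzyme-compound mixtures sat 15 min at room temperature, followed by a 5 min reaction with 15 nM final substrate and 10 min with AlphaScreen beads. Recombinant human Tdp1 was used at 1 nM final.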
* = called active by the depositor; u = inconclusive; x = not tested or not shown; & = joins results of further samples; [ ] = dose if it differs, or a comment. Calls follow the shape of the dose curve; as a rule, active = well fitted curve in the direction sought with a large enough effect; inconclusive = small, poorly fitted or top-dose-only effect, or another doubt; inactive = no such curve, though single readings can be large; an effect the other way counts as inactive or inconclusive. Unless noted, % is scaled to controls: 0 for no effect and ±100 for the full control effect; potency is read from the fitted curve at half-maximal effect. An excerpt; count on the stated rates, not on these rows.

Sample of the layout, 6 compounds:
Structure | TDP1 cell noCPT | N370S GC mod | TDP1 inh
CCOc1ccc(C2C(C(=O)c3cccs3)=C(O)C(=O)N2Cc2cccnc2)cc1OC (configuration not stated) | -16% | -21% | x
Cc1cccc(Nc2nc(-c3ccncc3)cs2)c1 | u | 2% | 6%
CC(=O)c1c(C)[nH]c(C(=O)OCc2nc3ccsc3c(=O)[nH]2)c1C | -25% | -4% | x
COc1ccc(C(=O)OC(C)C(=O)NC2CCCc3ccccc32)cc1OC (configuration not stated) | -16% | x | 0%
CCc1ccc(NC(=O)c2cc3c([nH]c2=O)CC(C)(C)CC3=O)cc1 | 4% | x | 2%
COc1ccc(-n2nc([N+](=O)[O-])c(=NCc3ccc4c(c3)OCO4)n2O)cc1 | 18µM* | -2% | 0%

The list itself (from the top)
Structure | TDP1 cell noCPT | N370S GC mod | TDP1 inh
CCOc1ccc(C2C(C(=O)c3cccs3)=C(O)C(=O)N2Cc2cccnc2)cc1OC (configuration not stated) | -16% | -21% | x
Cc1cccc(Nc2nc(-c3ccncc3)cs2)c1 | u | 2% | 6%
CC(=O)c1c(C)[nH]c(C(=O)OCc2nc3ccsc3c(=O)[nH]2)c1C | -25% | -4% | x
COc1ccc(C(=O)OC(C)C(=O)NC2CCCc3ccccc32)cc1OC (configuration not stated) | -16% | x | 0%
CCc1ccc(NC(=O)c2cc3c([nH]c2=O)CC(C)(C)CC3=O)cc1 | 4% | x | 2%
COc1ccc(-n2nc([N+](=O)[O-])c(=NCc3ccc4c(c3)OCO4)n2O)cc1 | 18µM* | -2% | 0%
Cc1cccc(C(=O)OCC(=O)N(CC(C)C)c2c(N)n(Cc3ccccc3)c(=O)[nH]c2=O)c1C | u | u | -2%
COc1ccc(N(CC(=O)N2CC=C(c3ccccc3)CC2)S(=O)(=O)c2c(C)noc2C)cc1 | 23µM* | -1% | 5%
CCCCOc1ccc(N2C(=O)CC(N(CCc3ccccc3)C(=O)/C=C/C(=O)O)C2=O)cc1 (configuration not stated) | -9% | 3% | -4%
Cc1cc(Cl)cc2c1NC(=O)[C@]21[C@@H]2C(=O)N(Cc3ccccc3)C(=O)[C@@H]2[C@@H]2CCCN21 | u | -6%&-5% | 11%&3%
CCOc1ccc(CCNC(=O)/C=C/c2ccco2)cc1OCC | -17% | -6% | 0%
CN(Cc1cc(=O)n2ccsc2n1)C1CCCCC1 | -2% | 4% | -2%
COc1cc(/C=C2/C(=O)NN(c3cccc(F)c3)C2=O)ccc1OC(=O)c1ccco1 | 16µM* | -3% | 2%
COc1ccc(C(=O)c2c(C(F)(F)F)oc3c2C(=O)c2ccccc2C3=O)cc1 | 7.3µM* | u | 12%
COc1ccc(NS(=O)(=O)c2c(C(=O)N3CCCCCC3)c(C)n(C)c2C)cc1OC | 6% | -6% | 10%
CCC(=O)N1c2ccccc2CC1C(=O)NCCc1ccc(OC)cc1OC (configuration not stated) | u | x | -4%
COc1cc(C2C3=C(CC(C)(C)CC3=O)Nc3c2c(=O)[nH]c(=O)n3Cc2ccccc2)ccc1O (configuration not stated) | 1% | 21% | 3%
CC(O)c1nc2ccccc2n1CCCCOc1ccccc1 (configuration not stated) | 15µM* | -4% | 4%
Cc1ccc(-c2nc(CNC(=O)c3cc(C)on3)cs2)cc1 | u | -3% | 3%
COC(=O)c1ccc(C(=O)N(C)C2CCCN(Cc3ccccc3F)C2)nc1 (configuration not stated) | 16% | 1% | x
CCc1cc2c(cc3c(=O)n(CC(=O)N4CCCCC4)ncn32)s1 | u | x | 2%
CCN1CCCC1CNC(=O)Cn1cccc1C(=O)c1ccccc1 (configuration not stated) | -13% | 1% | 1%
CC1=CC(C)C2(CO)COC(c3cccnc3)C1C2C (configuration not stated) | u | -26% | 5%
Clc1ccccc1-c1nc(Nc2ccncc2)c2ccccc2n1 | u | -28% | x
O=C(O)CC12CC3CC(C1)CC(n1ncc(NCc4ccc5c(c4)OCO5)c(Cl)c1=O)(C3)C2 | x | -15% | 0%

Retrieved by compound from the entries so far, two records:
Structure | TDP1 cell noCPT | N370S GC mod | TDP1 inh
CC(=O)c1c(C)[nH]c(C(=O)OCc2nc3ccsc3c(=O)[nH]2)c1C | -25% | -4% | x
COC(=O)c1ccc(C(=O)N(C)C2CCCN(Cc3ccccc3F)C2)nc1 (configuration not stated) | 16% | 1% | x

(next part)
Structure | TDP1 cell noCPT | N370S GC mod | TDP1 inh
CCC(C)Oc1ccccc1C1CC(=O)NC2=C1C(=O)CCC2 (configuration not stated) | u | 4% | 1%
O=C(NCCC1=CCCCC1)C1CCCN(S(=O)(=O)c2cnc[nH]2)C1 (configuration not stated) | -2% | -1% | -1%
O=C(Cn1cnc2c(nnn2Cc2ccc(Cl)cc2)c1=O)N1CCN(c2ccccc2)CC1 | 21µM* | 3% | x
Cc1cc(C)n2nc(SCC(=O)Nc3ccccc3)nc2n1 | 2% | 1% | 0%&0%
CCc1nnc(NC(=O)c2cc(OC)c(OC)cc2[N+](=O)[O-])s1 | -1% | -1% | 0%
O=c1cc(-c2ccccc2)nc2nc[nH]n12 | -7% | -27% | 2%
N=c1c2c(ncn1CCCO)Oc1cc(O)ccc1C2c1ccccc1 (configuration not stated) | -1% | -5% | 4%
Cc1c(NS(=O)(=O)c2cccc([N+](=O)[O-])c2)c(=O)n(-c2ccccc2)n1C | -10% | 9% | x
O=C(CCN1CCCC1)c1cccs1 | 1.5µM* | -11% | 11%
COc1ccc(CNc2ccc(C)cc2)cc1Br | u | 4% | 5%
CCOC(=O)C1CCCN(CC(=O)Nc2c(C(=O)OC)[nH]c3ccc(C)cc23)C1 (configuration not stated) | 23µM* | 23% | 1%
COC(=O)C(Cc1ccc(OC(=O)c2ccc(C(F)(F)F)cc2)cc1)N1Cc2ccccc2C1=O (configuration not stated) | 18µM* | 13% | 2%
O=C(CN1CCN(Cc2ccccc2)CC1)NCCc1ccccc1 | -13% | -4% | x
Cc1noc(C)c1S(=O)(=O)Nc1ccc2c(c1)C(=O)N([C@H](C)CO)C[C@H](C)[C@@H](CN(C)S(=O)(=O)c1ccccc1)O2 | 2% | x | 0%
CCC1=NN2C(=N)/C(=C\c3cccn3-c3c(C)cccc3C)C(=O)N=C2S1 | 3.7µM* | -13% | 5%
O=C(NCCN1CCOCC1)c1ccc2c(c1)N(Cc1ccccc1F)C(=O)c1ccccc1S2 | -29% | 10µM* | 0%
CCOc1ccc(CCNC(=O)c2ccc(-c3nc(CSc4ccc(C)cc4)c(C)o3)cc2)cc1 | -5% | x | 0%
Cc1ccc(S(=O)(=O)NC(CC(=O)NCC2CCCO2)c2ccco2)cc1 (configuration not stated) | -20% | 2% | 3%
Cc1cc(-c2ccc(C)c(S(=O)(=O)N3CCN(c4ccc(F)cc4)CC3)c2)on1 | u | -4% | 7%
CN(CC(O)COCc1ccccc1F)C1CCCCC1 (configuration not stated) | -4% | 6% | 0%
CCNC(=O)c1ccccc1CCc1ccccc1 | 15% | 20% | -1%
COc1ccc(NC(=O)C2CCCN(C(=O)Nc3ccc(F)cc3)C2)cc1OC (configuration not stated) | -10% | -13% | -9%
COc1ccc2c(CC(=O)NNC(=O)c3ccc(O)cc3)coc2c1 | -14% | x | -4%
Cc1ccc(S(=O)(=O)c2cn(CC(=O)Nc3ccccc3)c3cc4c(cc3c2=O)OCO4)cc1 | -9% | x | -4%
CCOc1ccccc1NC(=O)N1CCCn2nc(C)cc21 | u | x | 0%
Cc1cc(N2CCN(C)CC2)nc2ccc(NC(=S)NCCCN3CCc4ccccc4C3)cc12 | u | -5% | 5%
O=S(=O)(/N=C(/Nc1cccc2ccccc12)c1ccccc1)c1cccs1 | u | 28% | -3%
C=CCNc1nc(N2CCOCC2)nc(N2CCOCC2)n1 | -14% | 15% | 0%
COc1cccc(C(=O)Nc2cc(-c3cn4cccnc4n3)ccc2C)c1 | -6% | u | 4%
CN(CC(O)COc1ccc(S(=O)(=O)N2CCOCC2)cc1Cl)C1CCCCC1 (configuration not stated) | -2% | -2% | x
Cn1nc(C(=O)N2CCc3ccccc32)c2ccccc2c1=O | u | -2% | -1%
CC(CCc1ccccc1)NC(=O)C(=O)N1CCOCC1 (configuration not stated) | 0% | -20% | 0%
Cc1nc2ccc(NS(=O)(=O)c3ccc(F)c(F)c3)cc2s1 | u | x | 0%
Cc1cc(Nc2ccccc2)nc(-c2ccccc2O)n1 | u | -21% | -5%
O=C(Cc1ccc(Br)cc1)Nc1ccccc1Cl | 0% | 1% | 3%
CCOC(=O)c1sc2nc(N3CCCC3)c3c(c2c1N)CC(C)(C)OC3 | -22% | 12% | 5%
c1ccc(-c2csc3ncnc(N4CCN(Cc5ccc6c(c5)OCO6)CC4)c23)cc1 | 7.3µM* | 2% | x
Nc1ncn(C2CC(O)C(CO)O2)c(=O)n1 (configuration not stated) | x | -3% | 4%
COc1ccc(C(=O)N2CCC3(CCCN(Cc4nccs4)C3)CC2)cc1 | u | -1% | x
COc1cc(S(=O)(=O)NCCN2CCOCC2)c(OC)cc1Cl | -17% | -2% | -3%
Cc1ccc(/C=C2\C(=O)ON=C2c2ccccc2)o1 | 0% | -5% | 0%
CCOC(=O)N1CCN(C(=O)c2ccc(S(=O)(=O)c3ccc(C)cc3)c(NC(C)=O)c2)CC1 | 9% | -21% | 6%
O=C(Nc1ccc2c(c1)nc1n2CCN(C2CCCCC2)C1)NC1CCCCC1 | x | 3% | 7%
COc1cc(CCC(=O)O)on1 | -8% | -2% | 6%
N[C@@H](C(=O)O)c1ccc(O)c(C(=O)O)c1 | -11% | 11%&-3% | u
Cc1cccc(N=C2CSC(=O)N2)c1 | -2% | 7% | 5%
CCOC(=O)C1CCN(C2=C(NS(=O)(=O)c3ccc(Br)cc3)C(=O)c3ccccc3C2=O)CC1 | u | -6% | 13%
COCCN(Cc1cn[nH]c1-c1ccc2cc(OC)ccc2c1)C(C)C | 2% | -7% | 0%
O=C(Oc1cccc(Nc2ncnc3ccccc23)c1)c1ccccc1Cl | u | -12% | 3%
CCc1nnc(NC(=O)c2ccc(S(=O)(=O)N3CCN(Cc4ccccc4)CC3)cc2)s1 | -23% | 20% | 2%

Other results.
Structure | TDP1 cell noCPT | N370S GC mod | TDP1 inh
CC1CCCC(NC(=O)CSc2ncccn2)C1C (configuration not stated) | -12% | x | 1%[56.1 µM]
Cc1ccccc1NNC(=O)C(=O)NNc1ccccc1C | -16% | -7% | x
c1ccc2sc(NN=C3CCCCCC3)nc2c1 | u | 27% | 8%
Cc1nc(SCCOc2ccccc2F)[nH]c(=O)c1Cc1ccccc1 | u | 13% | -2%&4%
COc1ccccc1NC(=O)Cn1nc(-c2ccc(Cl)cc2)c2ccccc2c1=O | -26% | 5% | 8%
Cc1cc(C)cc(NC(=S)N2CCC(NC(=O)C3CC3)CC2)c1 | 7% | -1% | 5%
O=C(Nc1ccc(S(=O)(=O)Nc2ccnn2-c2ccccc2)cc1)C(F)(F)F | -14% | -22% | x
O=C(COC(=O)CCCSc1nc2ccccc2[nH]1)Nc1cccc(F)c1 | -13% | 2% | -3%
O=C1NN=C(c2ccccc2)CC1c1c[nH]c2ccccc12 (configuration not stated) | -16% | -3% | -1%
Cc1cccc(OCC(=O)Nc2ccccc2-c2ccccc2)c1 | -30% | 1% | 0%
COc1cccc(NC(=O)CN(C)C(C)C(=O)NC(C)c2ccc(Cl)cc2Cl)c1 (configuration not stated) | 18µM* | -8% | 1%
COc1cc(/C=C/C(C)=O)cc(OC)c1OC | u | -2% | -5%
COc1ccc(-c2nc(CN(CC3CCC(=O)N3)C(C)C)c(C)o2)c(C)c1C (configuration not stated) | u | 6% | 3%
CCCc1nc2scc(-c3ccccc3)c2c(=O)n1N | u | -4% | 0%
CS(=O)(=O)N1CCC2(CC1)CN(c1ccncc1)C2 | 2% | 11% | x
Cc1onc(C(=O)NN)c1-c1csc(COc2ccc(Cl)cc2)n1 | 15µM* | 13% | 7%
CC(C)Sc1nc2c([nH]1)c(=N)ncn2Cc1ccccc1 | 8% | -1% | 5%
CCc1cc2ccc(C)cc2nc1SCC(=O)NNC(=O)c1ccco1 | 2% | 11% | 8%
CCc1nnc(NC(=O)CSc2ncnc3scc(-c4ccc(C)cc4)c23)s1 | u | 7% | 4%
Cc1ccc(N2C(=O)c3cccc4cccc(c34)C2=O)cc1 | -1% | 4% | 3%
COc1ccc(C(=O)NCC(=O)NCC(=O)OCC(=O)c2ccc(C)cc2)cc1 | -6% | -7% | 4%[56.1 µM]
CCN(c1ccccc1)S(=O)(=O)c1ccc(C(=O)Nc2ccccn2)cc1 | u | 2% | 1%

Compound profiles, as listed above. Order of values: TDP1 cell noCPT	N370S GC mod	TDP1 inh
`O=C(COC(=O)CCCSc1nc2ccccc2[nH]1)Nc1cccc(F)c1` in the list: -13%	2%	-3%
`CS(=O)(=O)N1CCC2(CC1)CN(c1ccncc1)C2` in the list: 2%	11%	x
